Screening data from PubChem.
TexasRed autofl: Texas Red region autofluorescence; Compound fluorescence, Texas Red channel, 547/618 nm; stronger effect = higher value; max dye-equivalent concentration, M; 59,000 tested, 0.06% active; in the data active means max dye-equivalent concentration above about 10 nM; inconclusive means between about 1.1 nM and that limit
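Dye-equivalent concentrations come from scaling compound signal (ex 547, em 618 nm) to six Texas Red standard concentrations run on every plate, after 15 min room-temperature incubation in pH 8.0 Tris (100 mM).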
Pol III holo inh: inhibitors of bacterial DNA polymerase III holoenzyme. reconstituted DNA polymerase III holoenzyme replication, biochemical. Potency, µM (doses to about 57.1 µM), for inactives: at the top dose activity change, negative = inhibition. 71,000 tested, 0.25% active. AID 603; further: potency means the concentration at half of the fitted maximal effect; on the % scale 0 is the no-effect control and ±100 the full control effect
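Reconstituted *E. coli* holoenzyme (0.35 nM Pol III, 1 nM beta, 154 nM SSB, 2 nM primase) was preincubated with compound for 15 min at RT. Synthesis on 1.4 nM ssM13Gori ran 35 min, then was stopped with PicoGreen/EDTA and read as dsDNA fluorescence.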
UbGFP stabilizer: ubiquitin-GFP accumulation via proteasome inhibition; Ubiquitin-GFP reporter cells, proteasome inhibition, GFP fluorescence; response scale: untreated = 0%, 10 µM MG-132 = 100%; Potency, µM (top dose mostly 45.9 µM), for the others: top-dose activation (GFP accumulation), most hits filed as activators; 67,000 tested, under 10 active; active means well fitted activation curve with a large enough effect, not every such curve was filed as active; inconclusive means small, poorly fitted or top-dose-only effect, or another doubt; inactive means no such curve, though single readings can be large or run the other way; further: potency means the concentration at half of the fitted maximal effect
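U2OS Ub(G76V)-GFP reporter; O/N plating, 0.5% FBS; cpd 46 uM–2.9 nM, 4 h, 37 °C; GFP+ cell count, 488/515 nm; norm. to basal vs 10 uM MG-132; CRC fit.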
ALOX15 inhib: inhibitors of human 15-lipoxygenase (ALOX15) | P16050 | AID 887 | Potency, µM (top dose mostly 57.1 µM), for the others: top-dose activity change, negative = inhibition, actives largely listed as inhibitors | purified 15hLO-1, xylenol orange hydroperoxide absorbance | 74,000 tested, 1.4% active; further: potency means the concentration at half of the fitted maximal effect; on the % scale 0 is the no-effect control and ±100 the full control effect; nearly all actives have a fitted effect of over 55% in size
Target sequence (P16050 whole entry, looked up): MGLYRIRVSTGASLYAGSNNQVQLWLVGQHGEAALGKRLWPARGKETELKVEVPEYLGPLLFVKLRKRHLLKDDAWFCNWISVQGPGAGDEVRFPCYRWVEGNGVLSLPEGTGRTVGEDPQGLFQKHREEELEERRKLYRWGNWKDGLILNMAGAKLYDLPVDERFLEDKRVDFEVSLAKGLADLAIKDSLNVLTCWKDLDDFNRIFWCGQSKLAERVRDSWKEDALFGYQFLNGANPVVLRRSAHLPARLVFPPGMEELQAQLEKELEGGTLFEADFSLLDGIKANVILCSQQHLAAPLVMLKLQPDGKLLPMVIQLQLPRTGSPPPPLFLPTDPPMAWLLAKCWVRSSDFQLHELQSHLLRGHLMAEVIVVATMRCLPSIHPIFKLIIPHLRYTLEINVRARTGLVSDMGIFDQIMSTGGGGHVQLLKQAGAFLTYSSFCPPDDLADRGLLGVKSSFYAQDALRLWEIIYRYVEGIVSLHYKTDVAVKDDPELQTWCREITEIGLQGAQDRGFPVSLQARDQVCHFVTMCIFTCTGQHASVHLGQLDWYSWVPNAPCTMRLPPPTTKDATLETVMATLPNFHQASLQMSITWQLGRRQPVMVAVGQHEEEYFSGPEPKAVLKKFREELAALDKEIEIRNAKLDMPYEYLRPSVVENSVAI
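Compounds were preincubated 15 min at room temperature with 40 nM purified human enzyme (25 mM Hepes pH 7.5, 0.01% Triton X-100); 50 uM arachidonic acid reacted 6 min. Fe-xylenol orange detection, 30 min, absorbance ratio 573/405 nm.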
Rhodamine fluor: rhodamine region autofluorescence; Rhodamine-region fluorescence, 547/598 nm, Tris buffer; stronger effect = higher value; 59,000 tested, 0.05% active; AID 594; max dye-equivalent concentration, M; in the data active means max dye-equivalent concentration above about 11 nM; inconclusive means between about 1.1 nM and that limit
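Compounds in 100 mM Tris buffer, pH 8.0, were incubated 15 min at room temperature, then read at 547 nm excitation and 598 nm emission. Fluorescence was normalized against a per-plate six-point rhodamine standard curve as dye-equivalent concentration.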
HBB splicing: modulators of hemoglobin beta chain splicing; 65,000 tested, 0.06% active; HBB splicing reporter cell assay, activation; EGFP reporter with mutant IVS2-654 intron; response scale: normalised to 500 nM splice-correcting PNA; Potency, µM (doses to about 46.1 µM), for inactives: at the highest dose activation, most hits filed as activators; further: potency means the concentration at half of the fitted maximal effect; 0% is about no effect
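Compounds were applied for 2 days to HeLa EGFP-654 cells, 500/well in Optimem with 2% FCS. The reporter's EGFP is disrupted by mis-splicing of beta-globin intron IVS2-654. Readout: summed well GFP fluorescence from 488 nm laser scanning; reference was 500 nM antisense […] 654 PNA.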
HADH2 inhib: inhibitors of human HADH2 dehydrogenase; Q99714; recombinant HADH2, NADH fluorescence, beta-hydroxybutyryl-CoA; Potency, µM (titrated, usually from 57.1 µM), for the others: top-dose activity change, negative = inhibition, most hits filed as inhibitors; 73,000 tested, 3.4% active; AID 886; further: potency means the concentration at half of the fitted maximal effect; on the % scale 0 is the no-effect control and ±100 the full control effect; nearly all actives have a fitted effect of over 60% in size; many of its hits are not listed in these tables
Target sequence (Q99714 whole entry, looked up, one chain of several): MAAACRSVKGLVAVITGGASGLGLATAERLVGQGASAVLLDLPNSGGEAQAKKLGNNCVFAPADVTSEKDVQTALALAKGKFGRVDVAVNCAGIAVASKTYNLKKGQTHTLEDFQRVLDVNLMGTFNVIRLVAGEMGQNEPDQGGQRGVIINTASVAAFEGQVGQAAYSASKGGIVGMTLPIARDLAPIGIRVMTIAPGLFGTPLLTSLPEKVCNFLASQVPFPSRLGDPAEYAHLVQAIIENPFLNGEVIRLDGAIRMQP
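His-tagged recombinant enzyme from E. coli, 20 nM, preincubated 15 min RT with compound; reaction started with 1 mM NAD+ and 90 uM beta-hydroxybutyryl-CoA in 100 mM Tris-HCl pH 9.0. NADH fluorescence (ex 360/em 450) read over 4 min; last-minus-first difference.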
4MU fluor: 4-MU region autofluorescence; compound autofluorescence, 340/450 nm, 4-MU equivalents; stronger effect = higher value; max dye-equivalent concentration, M; 59,000 tested, 11% active; AID 589; in the data active means max dye-equivalent concentration above about 10 nM; inconclusive means mostly about 1.1 nM to 9.6 nM
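Intrinsic fluorescence at 340/450 nm (ex/em) was read after 15 min at room temperature in pH 8.0, 100 mM Tris. Each compound concentration expressed as 4-MU-equivalent concentration from a six-point 4-MU standard series on each plate.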
GFP derepression: derepresses silenced GFP locus in mouse C127i cells; mouse C127i GFP locus derepression, cytometry, 30 h; Potency, µM (titrated, usually from 46.1 µM), inactives show at the top dose GFP derepression (activation); 68,000 tested, 0.09% active; further: % of control where 0% means no effect
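Murine C127i mammary cells carrying a silenced, stably integrated CMV-driven GFP reporter were treated with compound for 30 hours at 37 C. After PBS washes, GFP-positive cells were counted by laser-scanning microplate cytometry.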
Hsp90 Hop PPI: changes Hsp90-Hop TPR2A binding signal, up or down; AlphaScreen TPR2A-His6 binding biotin-Hsp90 C-terminal peptide; Potency, µM (top dose mostly 57 µM), inactives show at the top dose activity change, negative = inhibition; 71,000 tested, 0.44% active; active means well fitted curve in either direction with a large enough effect; inconclusive means small, poorly fitted or top-dose-only effect, or another doubt; further: potency means the concentration at half of the fitted maximal effect; on the % scale 0 is the no-effect control and ±100 the full control effect; many of its hits are not listed in these tables
Fluorescein autfl: fluorescein region autofluorescence; Compound autofluorescence, 480/540 nm, fluorescein-equivalent; stronger effect = higher value; max fluorescein-equivalent concentration, M; 59,000 tested, 0.91% active; in the data active means max fluorescein-equivalent concentration above about 10 nM; inconclusive means between about 1.1 nM and that limit
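Compounds (23 nL) in 100 mM Tris pH 8.0, 15 min at room temperature, then fluorescence read at 480 nm excitation/540 nm emission. Signal converted to fluorescein-equivalent concentration from an on-plate fluorescein standard curve.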
Starred values were filed as active, the others as inactive; [ ] = dose if it differs, or a comment. Unless noted, the call rests on the fitted dose curve; in most records, active means well fitted curve in the direction sought with a large enough effect; inconclusive means small, poorly fitted or top-dose-only effect, or another doubt; inactive means no such curve, though single readings can be large; an effect the other way counts as inactive or inconclusive. Some of the compounds tested, so the mix of outcomes need not match the whole.

`O=C(Nc1ccccc1NC(=O)NC1CCCCC1)NC1CCCCC1` gave TexasRed autofl inactive, Pol III holo inh -3.8%, UbGFP stabilizer -3.2%, ALOX15 inhib -0.4%, Rhodamine fluor inactive, HBB splicing 4.5%, HADH2 inhib 10.9%, 4MU fluor inactive, GFP derepression -1.6%, Hsp90 Hop PPI -0.8% and Fluorescein autfl inconclusive.
`O=C(c1ccco1)n1nc(NCc2ccccc2)nc1NCc1ccccc1` gave TexasRed autofl inactive, Pol III holo inh -4.3%, UbGFP stabilizer 1.6%, ALOX15 inhib -13.5%, Rhodamine fluor inactive, HBB splicing -2.0%, HADH2 inhib 1.1%, 4MU fluor inconclusive, GFP derepression inconclusive, Hsp90 Hop PPI 4.4% and Fluorescein autfl inactive.
CC1CN(Cc2nc3c(c(=O)[nH]c(=O)n3C)n2CCCc2ccccc2)CC(C)O1 (stereo unspecified) was read as TexasRed autofl inconclusive, Pol III holo inh 0.2%, UbGFP stabilizer 14.6%, ALOX15 inhib 3.2%, Rhodamine fluor inactive, HBB splicing 0.3%, HADH2 inhib -6.3%, 4MU fluor inactive, GFP derepression 1.4%, Hsp90 Hop PPI -10.6% and Fluorescein autfl inactive.
`O=C(O)c1ccccc1S(=O)(=O)NCC(O)COc1ccc(Br)cc1` (stereo unspecified) gave Pol III holo inh -2.7%[11.4 µM], UbGFP stabilizer -7.9%[9.17 µM], ALOX15 inhib 10.8%[11.4 µM], HBB splicing 4.8%[0.0738 µM], HADH2 inhib 8.7%[11.4 µM], GFP derepression 0.0% and Hsp90 Hop PPI -8.9%[11 µM].
`Cc1cccc(N2C(=O)CC(N(C(=O)c3ccco3)c3cccc(C)c3)C2=O)c1` (stereo unspecified) gave TexasRed autofl inactive, Pol III holo inh -2.6%, UbGFP stabilizer -0.5%, ALOX15 inhib -1.4%, Rhodamine fluor inactive, HBB splicing 0.3%, HADH2 inhib 4.5%, 4MU fluor inactive, GFP derepression 2.1%, Hsp90 Hop PPI -2.4% and Fluorescein autfl inactive.
Screening CN1C(=O)N(C)C2(c3ccccc3)NC(=O)NC12c1ccccc1 (stereo unspecified) returned TexasRed autofl inconclusive, Pol III holo inh -6.6%, UbGFP stabilizer 6.2%, ALOX15 inhib 10.2%, Rhodamine fluor inactive, HBB splicing 2.6%, HADH2 inhib 1.2%, 4MU fluor inactive, GFP derepression 0.0%, Hsp90 Hop PPI -5.1% and Fluorescein autfl inactive.
`CCCCS(=O)(=O)/C=C\C=C/S(=O)(=O)CCCC` gave TexasRed autofl inactive, Pol III holo inh -6.5%, UbGFP stabilizer inconclusive, ALOX15 inhib -5.3%, Rhodamine fluor inactive, HBB splicing -3.4%, HADH2 inhib inconclusive, 4MU fluor inactive, GFP derepression -1.1%, Hsp90 Hop PPI 3.1% and Fluorescein autfl inactive.
Cc1ccnc(NC(=O)c2cc(S(=O)(=O)N3CCCCC3)ccc2Cl)c1 was read as TexasRed autofl inactive, Pol III holo inh -2.2%, UbGFP stabilizer -5.2%, ALOX15 inhib -13.9%, Rhodamine fluor inactive, HADH2 inhib 9.8%, 4MU fluor 6.03e-08M*, GFP derepression 0.0%, Hsp90 Hop PPI -3.9% and Fluorescein autfl inactive.
`O=c1oc2cc(OCc3nn[nH]n3)ccc2c2c1CCCC2` gave TexasRed autofl inconclusive, Pol III holo inh -10.1%, UbGFP stabilizer -1.7%, ALOX15 inhib -6.1%, Rhodamine fluor inactive, HBB splicing 1.6%[57.5 µM], HADH2 inhib 15.8µM*, 4MU fluor 1.7e-07M*, GFP derepression 0.0%, Hsp90 Hop PPI 0.7% and Fluorescein autfl inactive.
N#Cc1c(-c2ccccc2)cc(-c2ccco2)c(C#N)c1N was read as Pol III holo inh -6.2%, UbGFP stabilizer 19.0%, ALOX15 inhib 7.94µM*, HBB splicing 12.7%, HADH2 inhib 25.1µM*, GFP derepression 0.0% and Hsp90 Hop PPI inconclusive.
Screening CC1(C)CC(=O)N(CC(=O)NCc2ccccc2)c2ccccc2S1(=O)=O returned Pol III holo inh -3.0%, UbGFP stabilizer 3.3%, ALOX15 inhib 0.4%, HBB splicing 0.1%, HADH2 inhib 10.2%, GFP derepression -4.4% and Hsp90 Hop PPI -3.6%.
O=C(Nc1ccc(Cl)cc1)N1CCSCC1 was read as TexasRed autofl inconclusive, Pol III holo inh 2.8%, UbGFP stabilizer -13.0%, ALOX15 inhib 10.5%, Rhodamine fluor inactive, HBB splicing 4.2%, HADH2 inhib 5.6%, 4MU fluor inactive, GFP derepression 0.0%, Hsp90 Hop PPI 4.0% and Fluorescein autfl inactive.
O=C(NCCc1ccccc1)C1CCN(S(=O)(=O)N2CCC3(CC2)OCCO3)CC1 was read as TexasRed autofl inactive, Pol III holo inh 5.8%, UbGFP stabilizer 4.3%, ALOX15 inhib -2.2%, Rhodamine fluor inactive, HBB splicing -1.9%, HADH2 inhib 3.4%, 4MU fluor inconclusive, GFP derepression -1.6%, Hsp90 Hop PPI -1.6% and Fluorescein autfl inactive.
`COc1ccc(NC(=O)Cn2nc(C(F)(F)F)c3c2CCCC3)c(OC)c1` gave TexasRed autofl inactive, Pol III holo inh -3.3%, UbGFP stabilizer -6.5%, ALOX15 inhib -3.8%, Rhodamine fluor inactive, HADH2 inhib -0.1%, 4MU fluor inconclusive, GFP derepression -1.2%, Hsp90 Hop PPI 8.9% and Fluorescein autfl inactive.
Screening CC(C)C(C(=O)Nc1nccs1)c1ccccc1 (stereo unspecified) returned TexasRed autofl inactive, Pol III holo inh -3.0%, UbGFP stabilizer -4.3%, ALOX15 inhib 1.0%, Rhodamine fluor inactive, HBB splicing -1.6%[57.5 µM], HADH2 inhib 12.7%, 4MU fluor inactive, GFP derepression 1.6%, Hsp90 Hop PPI 0.0% and Fluorescein autfl inactive.
Screening Cc1cccc(NC(=O)c2cc3c(n(-c4ccccc4)c2=O)CCCC3=O)n1 returned TexasRed autofl inactive, Pol III holo inh -2.2%, UbGFP stabilizer 1.8%, ALOX15 inhib -2.1%, Rhodamine fluor inactive, HBB splicing 2.7%, HADH2 inhib 10.8%, 4MU fluor inactive, GFP derepression 6.5%, Hsp90 Hop PPI -5.9% and Fluorescein autfl inconclusive.
For COc1ccc(-c2nc3cnc(N4CCNCC4)nc3n(Cc3ccc(F)cc3)c2=O)cc1 the results were TexasRed autofl inactive, Pol III holo inh -0.6%, UbGFP stabilizer 13.1%, ALOX15 inhib 9.9%, Rhodamine fluor inactive, HBB splicing -0.2%, HADH2 inhib 12.8%, 4MU fluor inconclusive, GFP derepression -2.4%[9.22 µM], Hsp90 Hop PPI -1.3% and Fluorescein autfl inactive.
Cc1ccc2c(CN3CCN(CCO)CC3)cc(=O)oc2c1 was read as TexasRed autofl inconclusive, Pol III holo inh -3.9%, UbGFP stabilizer 6.2%, ALOX15 inhib -7.5%, Rhodamine fluor inactive, HBB splicing 1.6%, HADH2 inhib -5.5%, 4MU fluor inconclusive, GFP derepression 2.6%, Hsp90 Hop PPI -1.7% and Fluorescein autfl inconclusive.
Screening COc1cc2nc(-c3ccc(Br)o3)oc(=O)c2cc1OC returned TexasRed autofl inconclusive, Pol III holo inh -3.8%, UbGFP stabilizer -2.0%, ALOX15 inhib 4.8%, Rhodamine fluor inactive, HBB splicing -0.9%, HADH2 inhib 54.3%[activator], 4MU fluor 3.69e-08M*, GFP derepression 0.0%, Hsp90 Hop PPI 0.4% and Fluorescein autfl inconclusive.
`CC(Oc1ccccc1F)C(=O)NCCN1CCCCC1` (stereo unspecified) gave Pol III holo inh 0.3%, UbGFP stabilizer -6.8%, ALOX15 inhib 4.2%, HBB splicing -1.0%, HADH2 inhib 7.9%, GFP derepression -1.6% and Hsp90 Hop PPI -4.2%.
CCCOc1c(OC)cccc1C1CC(=O)Nc2cc3c(cc21)OCCO3 (stereo unspecified) was read as TexasRed autofl inactive, Pol III holo inh -0.5%, UbGFP stabilizer 6.9%, ALOX15 inhib -29.7%, Rhodamine fluor inactive, HBB splicing 1.4%, HADH2 inhib -17.6%, 4MU fluor inactive, GFP derepression -3.9%, Hsp90 Hop PPI -29.1% and Fluorescein autfl inconclusive.
`O=C1C=CCCC1` gave Pol III holo inh -0.3%, ALOX15 inhib 13.6%, HBB splicing 0.7%, HADH2 inhib -1.0% and Hsp90 Hop PPI 0.3%.
COc1ccc(OC)c(S(=O)(=O)Nc2cnc3ccccc3c2)c1 was read as TexasRed autofl inactive, Pol III holo inh -6.3%, UbGFP stabilizer 0.0%, ALOX15 inhib -6.1%, Rhodamine fluor inactive, HBB splicing -1.3%, HADH2 inhib 0.7%, 4MU fluor inactive, GFP derepression -2.7%, Hsp90 Hop PPI -5.7% and Fluorescein autfl inactive.
